Source: PubChem
NR5A2 inv ag – LRH-1 (NR5A2) inverse agonists, primary screen, cell-based, luminescence, HEK293T, StAR-luciferase reporter. Nuclear receptor subfamily 5 group A member 2 (Homo sapiens), O00482. LRH-1 transfected, 24 h. AID 602396, 2012. 360,000 tested, 0.13% active. inhibition, % at 3.6 µM;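 active means inhibition above the mean inhibition of all tested compounds plus 3 SD, cut at about 73% in these data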;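 further: 0% = DMSO wells and 100% = reporter-only cells lacking LRH-1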
Target sequence (O00482 whole entry, looked up): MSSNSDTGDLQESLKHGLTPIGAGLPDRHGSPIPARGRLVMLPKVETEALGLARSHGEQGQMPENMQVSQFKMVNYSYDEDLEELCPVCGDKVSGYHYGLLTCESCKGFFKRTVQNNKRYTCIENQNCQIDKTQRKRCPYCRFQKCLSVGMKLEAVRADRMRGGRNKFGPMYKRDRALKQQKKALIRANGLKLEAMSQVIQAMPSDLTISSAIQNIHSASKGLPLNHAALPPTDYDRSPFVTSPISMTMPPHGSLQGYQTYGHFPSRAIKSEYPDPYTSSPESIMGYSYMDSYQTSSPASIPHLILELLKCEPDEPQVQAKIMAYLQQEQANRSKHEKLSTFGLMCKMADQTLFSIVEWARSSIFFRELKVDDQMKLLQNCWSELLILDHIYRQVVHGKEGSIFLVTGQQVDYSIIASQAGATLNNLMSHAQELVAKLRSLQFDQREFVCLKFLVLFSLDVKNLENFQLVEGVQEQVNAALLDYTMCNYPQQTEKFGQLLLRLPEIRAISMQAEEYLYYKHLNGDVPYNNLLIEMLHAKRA
TWEAK-Fn14 inh – inhibitors of TWEAK-Fn14 signaling, primary screen, luciferase reporter cells, uHTS. TWEAK-stimulated Fn14 reporter cells, luciferase luminescence, 8 h. 360,000 tested, 2% active. inhibition, % at 10 µM; in the data active means inhibition above about 50%
NCOA1 inh – SRC1 coactivator transcriptional activity inhibitors, primary screen, cell-based, luminescence; inhibition, % at 3.6 µM; 360,000 tested, 0.12% active; HEK293 GAL4-SRC1 luciferase reporter; Nuclear receptor coactivator 1 (Homo sapiens), Q15788;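 active means inhibition above the campaign mean plus 3 SD, with each screening campaign given its own cutoff, cut at about 60% in these data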;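 further: 0% = DMSO treated cells and 100% = gossypol at 36 µM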
NCOA2 inhibitor – inhibition of GAL4-SRC2 driven luciferase reporter, primary screen, SRC2 inhibitor project, cell-based, luminescence; Nuclear receptor coactivator 2 (Homo sapiens), Q15596; HEK293 GAL4-SRC2 luciferase reporter; inhibition, % at 9 µM; 370,000 tested, 0.17% active;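 active means inhibition above the mean inhibition of all tested compounds plus 3 SD, set per campaign, cut at about 52% in these data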;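 further: 0% = DMSO treated cells and 100% = cells given Gossypol at 36 µM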
TLR9-MyD88 block – inhibitors of TLR9-MyD88 association in cells, primary screen, cell-based, CHO, BLA complementation, fluorescence; CCF4 FRET ratio; inhibition, % at 4.98 µM; 340,000 tested, 0.21% active;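 active means inhibition above the mean over all tested compounds plus 3 SD, cut at about 21% in these data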;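 further: 0% = DMSO only wells and 100% = clavulanate BLA inhibitor control wells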
NR2F2 inh – NR2F2 transcriptional activity inhibitors, primary screen, cell-based, luciferase reporter, HEK293T, luminescence | inhibition, % at 8.6 µM | 370,000 tested, 0.7% active | HEK293T NGFI-A luciferase reporter;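 active means inhibition above a per-plate cutoff, mean inhibition of test wells between control levels plus 3 SD, cut at about 38% in these data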;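 further: cells cotransfected with COUP-TFII expression vector driving the NGFI-A reporter; 0% = median of COUP-TF2 test wells and 100% = reporter-only cells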
Target sequence (P24468 whole entry, looked up): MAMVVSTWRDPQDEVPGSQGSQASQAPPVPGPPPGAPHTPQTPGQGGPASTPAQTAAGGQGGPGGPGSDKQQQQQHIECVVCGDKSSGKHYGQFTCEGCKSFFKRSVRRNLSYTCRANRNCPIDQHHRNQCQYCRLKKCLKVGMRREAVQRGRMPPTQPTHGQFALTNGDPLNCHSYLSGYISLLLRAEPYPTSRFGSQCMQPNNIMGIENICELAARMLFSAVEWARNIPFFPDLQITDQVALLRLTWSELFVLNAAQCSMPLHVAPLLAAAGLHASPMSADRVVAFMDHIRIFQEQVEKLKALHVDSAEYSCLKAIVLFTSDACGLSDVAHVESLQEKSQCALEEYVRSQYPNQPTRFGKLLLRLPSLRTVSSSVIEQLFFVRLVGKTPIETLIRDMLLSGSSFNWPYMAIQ
C8 TRAIL sens – viability loss with TRAIL in NB7+C8 cells, primary screen, TRAIL sensitizer project, cell-based, ATPlite luminescence; inhibition (viability loss, TRAIL sensitization), % at 10 µM; 360,000 tested, 1% active; AID 624354, 2012;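 active means compounds causing at least 50% loss of cell viability in the single-dose screen, relative to plate controls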
TROY NFkB inh – inhibitors of TROY-driven NF-kB signaling, primary screen, Q293 LMP1-TROYcd cells, NF-kB luciferase, uHTS; inhibition, % at 10 µM; Q293 LMP1-TROYcd NF-kB luciferase reporter, 4 h; 360,000 tested, 0.98% active;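 active means compounds whose plate-normalised and pattern-corrected inhibition of the luciferase reporter signal at the single screening dose is 50% or more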
NCOA3 inh – SRC3 coactivator transcriptional activity inhibitors, primary screen, cell-based, luminescence. Nuclear receptor coactivator 3 (Homo sapiens), Q9Y6Q9. HEK293 GAL4-SRC3 luciferase reporter. inhibition, % at 3.6 µM. 360,000 tested, 0.17% active;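 active means inhibition above a per-campaign cutoff, the mean of all compounds plus 3 SD, cut at about 60% in these data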;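 further: 0% = DMSO-treated cells and 100% = gossypol-treated cells at 36 µM; higher means less SRC3-driven luciferase light from the GAL4 reporter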
NOD2 RIPK2 PPI – NOD2-RIPK2 binding disruptors in cells, primary screen, fluorescence, CHO cells, BLA complementation. Receptor-interacting serine/threonine-protein kinase 2 (Homo sapiens), O43353. CCF4 ratio. inhibition, % at 4.98 µM. 360,000 tested, 0.38% active. AID 624267, 2012; in the data active means inhibition above about 21%;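 further: 0% = vehicle only and 100% = reference blocker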
LMP1 NFkB inh – EBV LMP1-driven NF-kappaB luciferase reporter inhibitors, primary screen, cell-based, luminescence, single point. 350,000 tested, 0.69% active. inhibition, % at 12.5 µM. LMP1-induced NF-kappaB luciferase reporter cells. AID 504558, 2011; in the data active means inhibition above about 41%;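 further: 0% = neutral control wells and 100% = reference inhibitor control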
An asterisk follows results filed as active; · = not tested or not shown. This is a subset, so the mix of outcomes need not match the whole.

SMILES | NR5A2 inv ag | TWEAK-Fn14 inh | NCOA1 inh | NCOA2 inhibitor | TLR9-MyD88 block | NR2F2 inh | C8 TRAIL sens | TROY NFkB inh | NCOA3 inh | NOD2 RIPK2 PPI | LMP1 NFkB inh
CC(CCNC(=O)c1ccccc1)(CCNC(=O)c1ccccc1)[N+](=O)[O-] | -16 | 12 | -3 | 1 | 6 | 9 | -6 | 1 | 1 | 4 | 1
COc1cccc(CNC(=O)COc2cc3c(c4oc(=O)cc(C)c24)CCC(C)(C)O3)c1 | 6 | 0 | -26 | -13 | -9 | 21 | 12 | -13 | 4 | 0 | -15
O=C(CSc1ncccn1)N/N=C/c1cccc([N+](=O)[O-])c1 | -19 | 1 | -1 | -5 | 1 | -2 | -8 | -9 | -2 | 3 | -2
O=C(c1cc(Br)ccc1O)N1CCN(S(=O)(=O)Cc2ccccc2)CC1 | 22 | 14 | -3 | -7 | 1 | 5 | 1 | 0 | 6 | 8 | 11
COc1cccc(-n2sc3c(c2=S)-c2cc(OC)ccc2NC3(C)C)c1 | -13 | 18 | 7 | -8 | -9 | -5 | 4 | 5 | 20 | 1 | -8
CCOC(=O)c1cc2c(C(F)(F)F)cc(-c3ccccc3)nc2o1 | -6 | 6 | 8 | -10 | -8 | 12 | -2 | 7 | 12 | 3 | -4
CCOC(=O)c1cccc(NC(=S)NC(=O)c2cccnc2)c1 | -6 | -9 | -4 | -15 | 3 | -7 | -2 | -5 | -4 | 0 | -5
O=c1[nH]nc2c3ccccc3cnn12 | -4 | -3 | -1 | -14 | -1 | -6 | -7 | -18 | -6 | -1 | -2
O=C1C2CCCN2C(=O)N1CCCCN1CCN(c2cccc(Cl)c2)CC1 (stereo not drawn) | 11 | 1 | -9 | -1 | -15 | -16 | 14 | 4 | 22 | 3 | -10
O=C(O)Cn1nncc1-c1ccc(C(F)(F)F)cc1 | -6 | 0 | -12 | -21 | · | -70 | 12 | -10 | -48 | -14 | ·
N#Cc1c(N)sc2c1CCN(CCc1ccccc1)C2 | 12 | -22 | -4 | -9 | -12 | 15 | -2 | 12 | 14 | 7 | -4
CC(=O)N1CCN(c2ccc(S(C)(=O)=O)cc2[N+](=O)[O-])CC1 | 6 | -4 | -17 | -19 | -3 | -14 | -8 | -18 | 5 | -4 | 6
Cc1[nH]c2ccccc2c1/C=C/C(=O)c1ccncc1 | 29 | -15 | -5 | 9 | -3 | -1 | -23 | -4 | 6 | 7 | 8
COc1ccc(OC)c(S(=O)(=O)N2CCCc3ccccc32)c1 | 14 | 2 | -20 | -6 | 9 | -8 | -2 | 39 | 2 | -1 | 3
CC(O)CNc1nc2ccccc2n1-c1ncnc2sc3c(c12)CCC3 (stereo not drawn) | -26 | 19 | 2 | -4 | -3 | 13 | 14 | 22 | 4 | 8 | 9
CN(C1CCCC1)C1CCN(C(=S)Nc2cc(F)cc(F)c2)CC1 | -3 | -17 | -12 | -1 | 1 | 2 | -3 | -4 | 13 | -11 | 3
NC(=O)c1sc2nnc(-c3ccccc3)c(-c3ccccc3)c2c1N | 6 | -11 | -5 | -6 | 8 | -4 | -2 | -3 | 20 | -4 | -12
COc1ccc(CN=CC2=C(O)CNC2=O)cc1 | -28 | -6 | -10 | 20 | 2 | -7 | -3 | 21 | 8 | -12 | -21
CS(=O)(=O)c1ccccc1C(=O)Nc1ccccc1Cc1ccccc1 | 16 | 11 | -5 | 13 | 5 | 23 | -1 | -15 | 0 | -3 | -2
N#CCCN1CCN(S(=O)(=O)c2ccc(C#N)cc2)CC1 | -5 | 13 | 15 | -12 | -5 | -19 | -9 | 15 | 29 | 2 | -9
Cc1cc(S(=O)(=O)N2CCN=C2c2ccccc2)ccc1F | 6 | -4 | 9 | -8 | -1 | 4 | 4 | -3 | 9 | -6 | 2
COc1ccc(-c2c(C)nn3c(N4CCC5(CC4)OCCO5)cc(C)nc23)cc1OC | 4 | 4 | -1 | -11 | 4 | 5 | 0 | 11 | 10 | -11 | 2
CCC(=O)c1ccc(OCC(=O)N2CCN(C(=O)c3ccccc3)CC2)cc1 | 26 | 5 | 6 | 4 | -11 | 3 | -2 | 7 | -1 | -6 | -2
CCCCN(C(=O)C1CC(=O)N(c2ccc(C)cc2)C1)c1c(N)n(CCC)c(=O)[nH]c1=O (stereo not drawn) | -16 | 4 | -2 | -8 | 1 | -9 | -4 | -8 | 7 | -1 | -1
COc1cc2c(C#CCCCO)c(-c3ccsc3)oc(=O)c2cc1OC | 9 | -104 | -18 | -37 | -4 | -19 | 5 | -27 | -19 | -9 | -21
CCCCCn1c(=O)[nH]c2cc(C(=O)NCCCN3CCCCC3C)ccc2c1=O (stereo not drawn) | -3 | 23 | 6 | 16 | 4 | -24 | 12 | -6 | -4 | 1 | 1
CCOC(=O)/C(=C\c1cccnc1)C(=O)c1cc(C(C)=O)c(Nc2ccccc2)s1 | 28 | 106* | -96 | · | 41* | · | 94* | 86* | -14 | 89* | 27
O=C(CO/N=C/c1ccc(OC(F)F)cc1)NCc1cccs1 | 2 | 3 | -36 | -9 | 1 | 5 | -5 | 13 | 14 | -6 | 4
Cc1sc2ncnc(N3CCC(C(=O)Nc4ccc(Br)cc4Br)CC3)c2c1C | 16 | 33 | 10 | 6 | -1 | 6 | 16 | 56* | -11 | 5 | 11
COc1ccc(N=C2SC(CC(=O)Nc3ccc(F)cc3)C(=O)N2Cc2ccco2)cc1 (stereo not drawn) | 8 | 18 | 6 | 24 | -4 | 21 | 1 | 8 | 12 | -1 | -6
O=C(NC1CCC1)C1CCC(=O)N(Cc2cccc(F)c2)C1 (stereo not drawn) | 15 | -9 | 8 | 2 | -4 | 0 | -1 | -11 | 28 | 1 | -14
Cc1cc(NC(=O)C(C)SCC(=O)Nc2cccc(S(=O)(=O)N3CCCCCC3)c2)no1 (stereo not drawn) | -5 | 16 | 8 | 16 | 3 | -6 | 4 | 10 | -4 | -5 | 4
Cc1nn(C)c(C)c1NC(=O)CSc1nc(-c2ccccc2Cl)nc2c1cnn2-c1ccccc1 | 10 | 10 | 16 | 24 | 2 | 0 | 1 | -10 | -1 | 3 | -22
CCOc1ccc2nc(NC(=O)CSc3nc4c(c(=O)n(C)c(=O)n4C)n3C(C)C)sc2c1 | -8 | 53* | 10 | -27 | -9 | 1 | 7 | 50* | -13 | -2 | 14
Cc1ccc(NC(=O)CN(c2ccc(Cl)cc2)S(=O)(=O)c2cc([N+](=O)[O-])ccc2Cl)cc1 | 12 | 34 | 3 | 6 | -1 | 5 | 11 | 14 | 28 | 3 | -8
Cc1ccc2c(c1)N(CC(=O)N1CCCCC1)C(=O)C(C)O2 (stereo not drawn) | -3 | -17 | -1 | 0 | 3 | -4 | 1 | -36 | 7 | 6 | 1
O=c1[nH]cnc2c1ncn2C1CCC(CO)O1 (stereo not drawn) | -18 | 10 | -41 | 1 | · | 15 | -13 | -10 | 4 | -3 | ·
Cc1cccc(S(=O)(=O)Nc2nc3ccccc3nc2NCc2ccco2)c1 | -2 | 5 | -4 | -13 | -10 | 1 | -3 | 13 | 9 | 0 | 3
Fc1ccc(-c2ccnc3nc(N4CCN(c5ccccc5)CC4)nn23)cc1 | 18 | -36 | -3 | -5 | 0 | -1 | 0 | -32 | 7 | -8 | 0
CC(=O)OCCN1CCN(C(=O)CN2C(=O)NC(c3ccccc3)(c3ccccc3)C2=O)CC1 | 1 | 5 | -44 | -3 | -6 | -11 | 5 | 1 | 6 | 3 | -8
CN(C(=O)c1ccc(S(=O)(=O)NC2CCCC2)cc1)C1CCCCC1 | 2 | 24 | 13 | -7 | -2 | 18 | -32 | -10 | 25 | 4 | 6
CCN(CC)C(=S)SCC(=O)c1c(C)[nH]c2ccccc12 | -14 | -18 | 10 | 8 | -4 | -9 | 5 | -32 | 10 | -9 | -10
CCCCn1c(N)c(N(CCC(C)C)C(=O)CC2OC(=O)c3ccccc32)c(=O)[nH]c1=O (stereo not drawn) | -9 | -21 | -6 | 19 | -1 | 4 | 7 | -8 | 12 | -6 | -1
N=c1c2c3c(sc2nc2n1CCCCC2)CCCC3 | -26 | -23 | -15 | -17 | 7 | -8 | 1 | -34 | -11 | -10 | -29
Cc1cc(C)n(CC(=O)N2CCCC(C(=O)c3cccc(OC(C)C)c3)C2)n1 (stereo not drawn) | 12 | 8 | -1 | -18 | -7 | 1 | 2 | -9 | 4 | -5 | -1
CCSc1cc(C2C(C(=O)OC)=C(C)NC3=C2C(=O)CCC3)c(C)o1 (stereo not drawn) | -8 | 4 | 9 | 14 | -6 | -5 | -4 | -18 | 4 | -15 | -6
CCC(=NCCc1ccc(OC)c(OC)c1)C1=C(O)CC(C)(C)CC1=O | -7 | 16 | -4 | 10 | -4 | -15 | 3 | 0 | 7 | -5 | 6
Cc1cccc(NC(=O)CCNC(=O)c2ccccc2)c1 | -1 | 26 | 7 | -9 | -11 | 1 | 2 | 0 | 2 | -8 | 0
CNC(=O)CCn1nc(-c2ccccc2)c2ccccc2c1=O | 9 | 0 | 0 | -1 | 3 | 11 | 1 | 6 | -17 | -1 | -3
CCOc1ccccc1N1CCN(C(=O)CNC(=O)c2sc3ccccc3c2Cl)CC1 | -5 | -2 | -21 | 7 | -6 | 18 | 17 | 14 | 13 | -6 | 5
Cc1nc2ccc(NC(=O)NCCCO)cc2s1 | 2 | -9 | -11 | -18 | -2 | 6 | -7 | · | -18 | -5 | -15
COC(=O)c1ccc(NC(=O)CN2CCN(CCO)CC2)cc1 | -9 | 0 | -22 | 13 | -3 | 11 | -3 | 15 | 5 | 8 | 4
Cc1cccc(CNC(=O)C2CCC(=O)N(CCc3cccc(F)c3)C2)n1 (stereo not drawn) | 11 | 4 | 13 | 2 | -3 | 1 | -1 | -8 | -7 | 4 | -7
O=S(=O)(c1ccc(=S)[nH]c1)N1CCCCC1 | 15 | -2 | -26 | -9 | -13 | -18 | -7 | 6 | -17 | -14 | 1
Cc1nc(C)c(C(=O)NNS(=O)(=O)c2ccccc2)s1 | 5 | 3 | 7 | -7 | 2 | 8 | 6 | -1 | 15 | 0 | -4
COCCCNC(=O)c1ccc2nc(Cc3ccc(OC)cc3)oc2c1 | -84 | -3 | -111 | -56 | -11 | -36 | 8 | -61 | -60 | 3 | -35
O=C(NN1C(=O)NC2(CCCCC2)C1=O)c1ccc(-c2ccc([N+](=O)[O-])cc2)o1 | -2 | -4 | -9 | -4 | 8 | 21 | 9 | 10 | 11 | -7 | 2
